Cdc42 wt GTP = modulators of GTP binding to wildtype Cdc42, primary screen, biochemical, multiplex bead flow cytometry, Bodipy-GTP; GST-Cdc42 beads; actives lie on both sides; percent activity (GTP binding), % at 10 µM; Cell division control protein 42 homolog (Homo sapiens), P60953; 0.2% of 190,000 active;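 active means percent activity GTP binding at least 20 points away from the 100% baseline, either down as inhibitor or up as activator; inconclusive means compound flagged as likely green fluorescent from well-wide comparison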;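 further: median bead fluorescence of bound Bodipy-FL-GTP at 100 nM; 0% = excess unlabeled GTP control and 100% = no compound control; below 100% means less GTP binding so inhibitor and above means activator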
Target sequence (P60953 whole entry, looked up): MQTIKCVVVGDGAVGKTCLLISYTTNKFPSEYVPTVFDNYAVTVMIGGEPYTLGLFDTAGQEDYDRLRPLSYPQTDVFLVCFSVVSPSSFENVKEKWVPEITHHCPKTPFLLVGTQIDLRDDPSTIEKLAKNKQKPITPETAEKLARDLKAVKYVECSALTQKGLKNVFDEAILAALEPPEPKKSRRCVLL
Pf gamet viab = late stage P. falciparum gametocyte viability inhibitors, primary screen, ATP luminescence, HTS | 0.065% of 150,000 active | inhibition, % at 10.9 µM | P. falciparum stage V gametocytes, 24 h;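 active means inhibition above the mean plus 3 SD of compounds within the control limits, set per campaign, cut at about 38% in these data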;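 further: 0% = DMSO wells and 100% = medium only without gametocytes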
Rac1 wt modul = wildtype Rac1 GTP binding modulators, primary screen, biochemical, GST-Rac1 beads, flow cytometry, multiplex. fluorescent GTP binding; actives lie on both sides; 0 = cold GTP competed, 100 = untreated. Ras-related C3 botulinum toxin substrate 1 (Homo sapiens), P63000. AID 757, 2007. 0.27% of 190,000 active. GTP binding activity (% of control), % at 10 µM;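 active means GTP binding activity at least 20 points away from the 100% control level, either lower or higher; inconclusive means compound flagged as likely green fluorescent, judged across all proteins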
Mcl1-Bid inh = Mcl-1/Bid binding inhibitors, primary screen, biochemical, TR-FRET, 1536-well; Induced myeloid leukemia cell differentiation protein Mcl-1 (Homo sapiens), Q07820; TR-FRET Mcl-1/Bid-Dy647 peptide binding; inhibition, % at 21.7 µM; 0.97% of 220,000 active; AID 1021, 2008;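 active means compounds that cut the binding signal by more than half at the single screening dose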;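 further: His-tagged Mcl-1 with europium anti-His antibody binding Bid BH3 peptide; 0% = Mcl-1 plus peptide wells and 100% = peptide-only wells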
Target sequence (Q07820 whole entry, looked up): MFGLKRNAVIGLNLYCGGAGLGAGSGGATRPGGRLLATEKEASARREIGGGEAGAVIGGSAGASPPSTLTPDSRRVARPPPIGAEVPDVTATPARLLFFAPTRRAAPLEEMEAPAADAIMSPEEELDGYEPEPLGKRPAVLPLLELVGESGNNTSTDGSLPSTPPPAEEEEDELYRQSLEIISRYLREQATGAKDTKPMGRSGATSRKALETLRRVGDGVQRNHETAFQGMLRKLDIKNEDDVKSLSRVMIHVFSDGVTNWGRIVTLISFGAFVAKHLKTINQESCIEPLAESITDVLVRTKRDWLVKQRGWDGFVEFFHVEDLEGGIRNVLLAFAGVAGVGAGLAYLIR
HRas wt GTP bind = modulators of GTP binding to HRas wildtype, primary screen, biochemical, bead-based flow cytometry, multiplex; GTP binding activity, % at 10 µM; 0.14% of 190,000 active; GST-Ras wt beads, Bodipy-FL-GTP binding; actives lie on both sides;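 active means GTP binding activity at least 20% away from the 100% baseline, either lowered as inhibitor or raised as activator; inconclusive means flagged as likely green fluorescent, judged across all proteins in the well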;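 further: 0% = unlabeled GTP competition control and 100% = no-compound control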
Target sequence (P01112 whole entry, looked up): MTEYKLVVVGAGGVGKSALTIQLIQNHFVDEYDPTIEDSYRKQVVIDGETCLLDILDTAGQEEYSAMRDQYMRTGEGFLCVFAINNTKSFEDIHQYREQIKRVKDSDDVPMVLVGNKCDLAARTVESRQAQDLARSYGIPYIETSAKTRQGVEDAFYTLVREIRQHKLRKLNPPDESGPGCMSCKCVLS
Bim-Mcl-1 = inhibitors of Bim peptide binding to Mcl-1, primary screen, biochemical, bead-based flow cytometry, multiplex; Induced myeloid leukemia cell differentiation protein Mcl-1 (Homo sapiens), Q07820; Bim peptide-Mcl-1 binding; inhibition, % at 10 µM; 0.1% of 190,000 active; AID 1009, 2008; in the data active means inhibition above about 40%;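 further: 0% = no compound tracer wells and 100% = peptide blocker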
Mcl1-Noxa inh = Mcl-1/Noxa binding inhibitors, primary screen, biochemical, TR-FRET, 1536-well; Induced myeloid leukemia cell differentiation protein Mcl-1 (Homo sapiens), Q07820; TR-FRET Mcl-1/Noxa peptide binding, 2 h; inhibition, % at 21.7 µM; 1.5% of 220,000 active; AID 1022, 2008;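 active means compounds that cut the protein-peptide binding signal by more than 50% relative to plate controls in a single-dose test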;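 further: His-tagged Mcl-1 with rhodamine Noxa BH3 peptide and terbium anti-His antibody; 0% = Mcl-1 plus Noxa peptide wells and 100% = peptide-only wells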
Rac1 mut GTP = GTP binding modulators of activated mutant Rac1, primary screen, biochemical, bead-based flow cytometry, multiplex, fluorescent GTP; Ras-related C3 botulinum toxin substrate 1 (Homo sapiens), P63000; percent activity (GTP binding), % at 10 µM; 0.11% of 190,000 active; GST-Rac1 activated beads; actives lie on both sides; 100% means binding = to untreated wells;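 active means GTP binding at least 20 percentage points away from the 100% baseline, in either direction, so actives lie on both sides; inconclusive means Compound likely fluorescent itself, or too few beads counted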
Avidin fluor = green autofluorescence of compounds with avidin beads – biophysical, 488/530 nm, flow cytometry, artefact control, profiling panel; compound fluorescence 488/530 nm; active compounds read high; fluorescence (KMESF) at 10 µM; 0.38% of 220,000 active; AID 1775, 2009; in the data active means fluorescence above about 47; further: inactives centre near 10
Rab2A wt mod = modulators of GTP binding to Rab2A wildtype, primary screen, biochemical, dog, bead-based flow cytometry, multiplex. GST-Rab2 wt beads, Bodipy-GTP binding. GTP binding activity, % at 10 µM. 0.19% of 190,000 active. Ras-related protein Rab-2A (Canis lupus familiaris), P61105;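 active means GTP binding activity at least 20 points away from 100%, either lowered or raised; inconclusive means signal likely due to the compound's own green fluorescence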;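 further: 0% = beads with excess unlabeled GTP and 100% = no-compound control corrected for plate trend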
Rab7 wt modul = modulators of GTP binding to Rab7, primary screen, biochemical, wildtype, multiplex bead flow cytometry; Rab7 GTPase wild type (dog), Bodipy-FL-GTP binding; GST-Rab7 beads, fluorescent GTP binding; actives lie on both sides; untreated = 100%, excess cold GTP = 0%; GTP binding activity (percent of control), % at 10 µM; 0.055% of 190,000 active; AID 758, 2007;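 active means fluorescent GTP binding to Rab7 beads changed by at least 20 points from the 100% baseline, either direction, mostly lower; inconclusive means compound itself probably fluorescent, or too few beads counted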;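 further: median green fluorescence of bound Bodipy-FL-GTP per Rab7 bead population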
* hit, by the source's call; ? = inconclusive; . = no result given.

compound | Cdc42 wt GTP | Pf gamet viab | Rac1 wt modul | Mcl1-Bid inh | HRas wt GTP bind | Bim-Mcl-1 | Mcl1-Noxa inh | Rac1 mut GTP | Avidin fluor | Rab2A wt mod | Rab7 wt modul
COC(=O)[C@@H](NC(=O)Nc1cccc(OC)c1)C(C)C | 98 | -12 | 97 | -12 | 98 | -1 | -7 | 95 | 37 | 95 | 97
O=C(NC1CCCCC1NC(=O)c1ccco1)c1ccco1 (configuration not stated) | 102 | . | 105 | -1 | 101 | -5 | 6 | 98 | 12 | 99 | 99
O=C(Cn1ccc(C(F)(F)F)n1)Nc1ccc(S(=O)(=O)NCc2ccco2)cc1 | 108 | -36 | 107 | -56 | 104 | -4 | 9 | 99 | 24 | 101 | 105
CCc1nnc(NC(=O)CN2CCOCC2)s1 | 104 | -8 | 102 | -13 | 101 | 0 | -5 | 100 | 9 | 100 | 99
COc1ccccc1NC(=O)c1ccc(NC(=O)COC(=O)C2CCCCC2)cc1 | 98 | -8 | 98 | -46 | 97 | -7 | 3 | 98 | 16 | 97 | 97
Cc1cc(=O)[nH]c(SCC(=O)N2CCCCCC2)n1 | 96 | . | 97 | -34 | 94 | 0 | -9 | 96 | 6 | 99 | 95
CS(=O)(=O)c1ccc2c(c1)SC1=NC(=O)/C(=C/c3ccco3)C(=N)N12 | 97 | . | 101 | 11 | 98 | -2 | 103* | 97 | 6 | 98 | 99
Cc1onc(-c2ccccc2)c1C(=O)n1cc(Br)cn1 | 100 | 11 | 105 | -10 | 102 | -5 | -7 | 98 | 6 | 99 | 103
CC(C)c1ccc(NC(=O)N(CCc2nc3ccccc3[nH]2)C2CCCC2)cc1 | 102 | . | 100 | -1 | 101 | 2 | -26 | 97 | 38 | 100 | 99
COc1ccc(CCNC(=O)c2ccc(CS(=O)(=O)c3ccc(C)cc3)o2)cc1OC | 103 | . | 100 | -23 | 103 | -4 | 2 | 96 | 16 | 103 | 105
CCc1ccc(Oc2coc3cc(OCC(=O)Nc4cc(C)ccc4C)ccc3c2=O)cc1 | 97 | -23 | 99 | -30 | 97 | -4 | 10 | 99 | 6 | 97 | 99
COc1ccc(CNCC(=O)Nc2ccccc2-n2cccc2)cc1 | 106 | . | 107 | 9 | 104 | -2 | 17 | 101 | 10 | 109 | 107
COc1cc2c(cc1OC)CN(c1ccc(-c3ccccc3OC)nn1)CC2 | 98 | . | 99 | -17 | 97 | 0 | -4 | 97 | 8 | 95 | 98
O=C(N/N=C/c1ccc[nH]1)c1ccccc1OCc1ccccc1Cl | ? | 3 | ? | -47 | ? | 1 | 24 | ? | 10 | ? | ?
O=C(Nc1cccnc1)c1ccccc1NS(=O)(=O)c1ccc(F)cc1 | 93 | 17 | 95 | -23 | 95 | 2 | 17 | 93 | 8 | 93 | 95
Cc1ccc(C)c(CSc2nc3[nH]ncc3c(=O)[nH]2)c1 | 95 | 2 | 97 | -12 | 94 | 0 | 2 | 95 | 9 | 95 | 96
Cc1cc(N2CCN(C)CC2)nc2ccc(NC(=S)NC3CC3)cc12 | 102 | -9 | 102 | -92 | 100 | 0 | 18 | 99 | 10 | 97 | 99
O=C(C1=C(O)C(=O)N(c2ncccn2)C1c1ccc(Cl)c(Cl)c1)c1ccco1 (configuration not stated) | 96 | . | 97 | 45 | 98 | -5 | 34 | 95 | 12 | 96 | 99
CCCn1c2c(c(=N)c3c1CCC3)CCCC2 | 102 | 4 | 104 | 0 | 103 | -3 | 10 | 101 | 3 | 102 | 99
Cc1ccc(CN2CC(C(=O)Nc3cc(S(C)(=O)=O)ccc3Cl)CC2=O)cc1 (configuration not stated) | 103 | . | 106 | -30 | 98 | -6 | 8 | 96 | 20 | 98 | 100
CC12CCC(C(=O)N3CCN(c4ccccc4)CC3)(CC1=O)C2(C)C (configuration not stated) | 95 | . | 95 | 8 | 97 | -3 | 4 | 96 | 9 | 98 | 98
Cc1oc2c(CN3CCCC3)c(O)ccc2c(=O)c1-c1ccccc1 | 106 | . | 106 | -32 | 104 | 2 | -5 | 101 | 5 | 103 | 105
Cc1oc2c(c1C(=O)c1ccc(Cl)cc1)C(=O)C(=O)c1ccccc1-2 | 95 | -10 | 95 | -18 | 97 | -2 | 3 | 88 | 13 | 91 | 94
CC1CCN(C(=O)COc2ccc(Nc3ccccc3)cc2)CC1 | 95 | 6 | 96 | -43 | 96 | -1 | 2 | 94 | 12 | 96 | 95
CCOC(=O)c1cccc(NC(=O)CCOc2ccccc2)c1 | 104 | -8 | 100 | -11 | 101 | -4 | -4 | 97 | . | 97 | 94
COc1ccccc1CNC(=O)COc1ccccc1OC | 98 | -14 | 100 | -3 | 98 | -6 | 12 | 99 | 9 | 100 | 97
Oc1ccc(N=Nc2cccc(Cl)c2)cc1C=Nc1ccc(N2CCOCC2)cc1 | 101 | 9 | 94 | 56* | 95 | 0 | 86* | 94 | 11 | 91 | 92
CCOC(=O)N1CCN(C(=O)c2ccc3c(=O)n(CCOC)c(=O)[nH]c3c2)CC1 | 96 | . | 93 | -33 | 94 | -3 | . | 97 | 7 | 96 | 93
Cc1nnc(SCc2ccc(Cl)c(Cl)c2)s1 | 99 | -3 | 99 | -50 | 96 | 0 | 16 | 91 | 6 | 98 | 102
CC(C)(C)c1nnc(N/N=C/c2ccc(O)cc2)n(N)c1=O | 102 | 33 | 104 | -15 | 99 | -3 | 6 | 97 | 4 | 99 | 99

Some values from above:
In Mcl1-Bid inh, `CCCn1c2c(c(=N)c3c1CCC3)CCCC2` is entered as 0
In Rab2A wt mod, `O=C(C1=C(O)C(=O)N(c2ncccn2)C1c1ccc(Cl)c(Cl)c1)c1ccco1` (configuration not stated) is entered as 96

Next part:
compound | Cdc42 wt GTP | Pf gamet viab | Rac1 wt modul | Mcl1-Bid inh | HRas wt GTP bind | Bim-Mcl-1 | Mcl1-Noxa inh | Rac1 mut GTP | Avidin fluor | Rab2A wt mod | Rab7 wt modul
CC(C)(C)c1cc(C(=O)NCC(=O)OCC(=O)c2cccc([N+](=O)[O-])c2)cc(C(C)(C)C)c1 | 98 | -5 | 101 | -30 | 99 | 0 | 8 | 98 | 7 | 97 | 100
Nc1ccccc1N=c1ssnc1Cl | 92 | 10 | 96 | -20 | 97 | -7 | 54* | 93 | 6 | 95 | 101
O=C(c1scc2c1CCCC2)N1CCOCC1 | 98 | . | 98 | -8 | 97 | -4 | -4 | 99 | 27 | 98 | 99
CC(=O)OC1COC(N2CCc3cc([N+](=O)[O-])ccc32)C(OC(C)=O)C1OC(C)=O (configuration not stated) | 105 | . | 109 | -46 | 104 | -1 | -10 | 102 | 14 | 102 | 99
Cc1cc(C)c(NC(=O)c2ccccc2C(=O)c2ccccc2)c(C)c1 | 94 | -23 | 94 | -1 | 98 | -2 | -6 | 93 | 20 | 97 | 102
CCOC(=O)Cn1nc(C)c(-c2ccccc2)c1N | 102 | -24 | 100 | -59 | 101 | 2 | 16 | 98 | 14 | 102 | 101
COc1cc(/C=N/NC(=O)c2cc(-c3c(C)nn(-c4ccccc4)c3C)n[nH]2)ccc1O | ? | -16 | ? | -21 | ? | 0 | 28 | ? | 8 | ? | ?
COc1ccccc1NC(=O)Cn1c(=O)n(-c2ccccc2)c(=O)c2oc3ccccc3c21 | 97 | 2 | 101 | -6 | 98 | -2 | 18 | 97 | 3 | 94 | 97
c1cnc2c(SCc3ccc(-c4nnco4)cc3)cccc2c1 | 101 | 19 | 102 | 1 | 99 | 0 | -5 | 98 | 45 | 98 | 99
CC1Cc2ccccc2N1S(=O)(=O)c1cccc(C(=O)OCC(=O)NC2CCS(=O)(=O)C2)c1 (configuration not stated) | 97 | . | 96 | -6 | 97 | -5 | 20 | 95 | 0 | 98 | 97
COc1cc(NC(=O)CN(c2ccc(C)cc2)S(=O)(=O)c2c(C)n[nH]c2C)cc(OC)c1 | 103 | . | 103 | -14 | 100 | -3 | 12 | 98 | 18 | 101 | 102
CC(=O)OCCCNc1cc(Sc2nc3ccccc3s2)c2nonc2c1[N+](=O)[O-] | 96 | . | 96 | -67 | 94 | 4 | 64* | 87 | -2 | 93 | 95
COc1ccc(/C=C/C(=O)NC(=S)Nc2ccccc2C(=O)NC2CCCCC2)cc1 | 103 | -54 | 99 | -37 | 103 | -2 | 0 | 97 | 12 | 104 | 106
CN(C)S(=O)(=O)c1cccc(NC(=O)COc2nc3ccccc3nc2N2CCOCC2)c1 | 99 | 6 | 95 | -5 | 99 | -10 | 15 | 97 | 13 | 99 | 95

Random excerpt: 3 compounds from above
compound | Cdc42 wt GTP | Pf gamet viab | Rac1 wt modul | Mcl1-Bid inh | HRas wt GTP bind | Bim-Mcl-1 | Mcl1-Noxa inh | Rac1 mut GTP | Avidin fluor | Rab2A wt mod | Rab7 wt modul
CC1Cc2ccccc2N1S(=O)(=O)c1cccc(C(=O)OCC(=O)NC2CCS(=O)(=O)C2)c1 (configuration not stated) | 97 | . | 96 | -6 | 97 | -5 | 20 | 95 | 0 | 98 | 97
CC(C)(C)c1cc(C(=O)NCC(=O)OCC(=O)c2cccc([N+](=O)[O-])c2)cc(C(C)(C)C)c1 | 98 | -5 | 101 | -30 | 99 | 0 | 8 | 98 | 7 | 97 | 100
COc1cc(/C=N/NC(=O)c2cc(-c3c(C)nn(-c4ccccc4)c3C)n[nH]2)ccc1O | ? | -16 | ? | -21 | ? | 0 | 28 | ? | 8 | ? | ?

Entries of single compounds, quoted from the list. Order of values: Cdc42 wt GTP, Pf gamet viab, Rac1 wt modul, Mcl1-Bid inh, HRas wt GTP bind, Bim-Mcl-1, Mcl1-Noxa inh, Rac1 mut GTP, Avidin fluor, Rab2A wt mod, Rab7 wt modul
`CN(C)S(=O)(=O)c1cccc(NC(=O)COc2nc3ccccc3nc2N2CCOCC2)c1` is listed with 99, 6, 95, -5, 99, -10, 15, 97, 13, 99, 95
`CCOC(=O)Cn1nc(C)c(-c2ccccc2)c1N` is listed with 102, -24, 100, -59, 101, 2, 16, 98, 14, 102, 101
